Bioassay records from PubChem.
HIV fusion peptide = inhibitors of HIV fusion peptide binding, primary screen, biochemical, uHTS, fluorescence dequenching (AID 1986). hit rate 0.3% among 290,000. inhibition, % at 20 µM; hits with a dose series show IC50 in µM. cell-free peptide binding, fluorescence dequenching, 30 min; higher % means a stronger effect; in the data active means inhibition mostly above about 52%, no sharp cut-off; inactive means mostly below about 76%; further: some results filed as inactive read as strong as hits
Rac1 GTP hydrolysis = MgcRacGAP GTPase-activating activity inhibitors, confirmation, biochemical, ADP Hunter fluorescence | MgcRacGAP-stimulated Rac1 GTP hydrolysis, ADP Hunter fluorescence; higher % means a stronger effect; GST-tagged Rac1 F28L mutant substrate | hit rate 0.6% among 340,000 | inhibition, % at 30 µM; hits with a dose series show IC50 in µM;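 active means first-screen hits whose inhibition reached a set limit at any dose in the follow-up dose series; inconclusive means inhibition above the set first-screen limit but never retested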;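 further: fluorescence reports GDP produced by GAP-driven GTP hydrolysis; strong numbers were not always called active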
KOR beta-arrestin-1 = kappa opioid receptor activators – cell-based, luminescence, uHTS, primary screen (AID 1777); KOR beta-arrestin recruitment, luminescence; higher % means a stronger effect; one-dose activation, % at 10 µM; EC50 in µM for titrated hits; hit rate 0.02% among 280,000; in the data active means activation above about 50%, passing the limit was not always enough; further: a part of the inactive calls stands beside numbers as strong as those of hits
NOD1 inhibition = NOD1 signaling inhibitors, primary screen, cell-based, luminescence, uHTS (AID 1578); NOD1-driven NF-kB luciferase reporter cells, luminescence; higher % means a stronger effect; inhibition, % at 4 µM; hits with a dose series show EC50 in µM; hit rate 1% among 290,000; in the data active means inhibition mostly above about 36%, no sharp cut-off; inactive means mostly below about 34%;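 further: HEK-293T reporter cells stimulated with the NOD1 agonist gamma-tri-DAP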
GPR55 LPI antagonism = inhibition of LPI-stimulated GPR55 beta-arrestin translocation – imaging, U2OS, beta-arrestin-GFP, LPI agonist, primary screen (AID 2013); hit rate 0.13% among 290,000; one-dose inhibition, % at 10 µM; IC50 in µM for titrated hits; U2OS GPR55 beta-arrestin-GFP translocation imaging, LPI antagonism; higher % means a stronger effect;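 active means spots per cell inhibited over 60%, with over 100 cells counted and total cytoplasm intensity under 500,000; inconclusive means wells with under 100 cells, flagged as likely toxic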;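 further: U2OS cells stably carrying GPR55 and arrestin-GFP stimulated by 5 µM LPI near EC80; imaged beta-arrestin-GFP aggregate spots per cell after agonist stimulation; plate controls were LPI-stimulated DMSO wells for no effect and DMSO wells without LPI for full effect; some results filed as inactive read as strong as hits; confirmed hits need IC50 under 10 µM and bright autofluorescent wells are also inconclusive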
GPR55 activation = selective activators of receptor GPR55 – imaging, U2OS cells, beta-arrestin-GFP redistribution, primary screen (AID 1961); U2OS GPR55 beta-arrestin-GFP redistribution imaging; higher % means a stronger effect; activation, % at 10 µM, or EC50 in µM where a hit was titrated; hit rate 0.048% among 290,000;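 active means activation above 40% with more than 50 cells counted in the well; inconclusive means wells holding fewer than 50 cells, flagged as toxic or sparse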;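 further: U2OS osteosarcoma cells stably expressing GPR55 and beta-arrestin-GFP; plate controls were DMSO negative control for no effect and LPI positive control for full effect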
SV40 large T antigen = TAg ATPase/helicase activity blockers – biochemical (AID 1903). SV40 large T antigen ATPase/helicase inhibition assay; higher % means a stronger effect. inhibition, % at 20 µM, or IC50 in µM where a hit was titrated. hit rate 0.39% among 310,000; in the data active means a potency from the dose series; inconclusive means inhibition mostly from about 32% at the one dose, without a potency; inactive means the rest, 99 in 100 with inhibition below about 32%; further: strong numbers were not always called active
KOR beta-arrestin-2 = kappa opioid receptor blockers – cell-based, luminescence, uHTS (AID 1778) | KOR beta-arrestin recruitment, luminescence, antagonist mode; higher % means a stronger effect | inhibition, % at 10 µM; hits with a dose series show IC50 in µM | hit rate 0.091% among 290,000; further: strong numbers were not always called active
NOD2 inhibition = inhibition of NOD2-driven NF-kB reporter – cell-based, luminescence, uHTS, HEK293 (AID 1566). HEK293 NOD2/NF-kB luciferase reporter, luminescence; higher % means a stronger effect. one-dose inhibition, % at 4 µM; EC50 in µM for titrated hits. hit rate 0.63% among 290,000; further: many of its hits are not listed in these tables
* = called active by the depositor; ? = inconclusive; . = not tested or not shown; [ ] = remark or other dose. Unless noted, no stated cut-off is given here; in the data, active means inhibition above about 50%; inactive means the rest.

SMILES | HIV fusion peptide | Rac1 GTP hydrolysis | KOR beta-arrestin-1 | NOD1 inhibition | GPR55 LPI antagonism | GPR55 activation | SV40 large T antigen | KOR beta-arrestin-2 | NOD2 inhibition
COc1ccccc1/C=N/NC(=O)c1c(-c2ccccc2)noc1C | -1.4% | 1% | -4.1% | -14% | 1% | 0.5% | 3% | -10% | 15%
O=C(c1cc(Cl)nc2ccccc12)N(Cc1nnc(-c2ccccc2Cl)o1)C1CC1 | 0.2% | 3% | 4.5% | -20% | 2% | -0.1% | 24% | -27% | 14%
CC(=O)Nc1ccc(Nc2c3c4c(cccc4n(C)c2=O)C(=O)c2ccccc2-3)cc1 | 8.7% | 3% | -3.7% | 26% | 9% | 0.4% | 5% | 30% | 8%
Cc1ccc(OCc2nc(-c3ccc(-n4cccc4)cc3)no2)cc1C | -1.6% | 3% | -1.6% | 13% | 2% | 0.2% | 1% | -1% | 9%
O=C(CN1C(=O)C2CC=CCC2C1=O)Nc1nccs1 (stereo not drawn) | -0.4% | 4% | 1.1% | -10% | 3% | -0.1% | 11% | 41% | -9%
CCCCCn1ccc(=N)cc1 | 1.2% | 6% | 8.4% | 13% | -2% | 0.2% | 15% | 1% | 31%
O=C(NC12CC3CC(CC(C3)C1)C2)c1ccc(S(=O)(=O)N2CCOCC2)cc1 | 2.7% | 5% | 1.9% | 7% | 20% | -0.2% | 17% | -6% | -9%
Cc1ccc(-c2nnc3ccc(SC(C)C(=O)O)nn23)cc1 (stereo not drawn) | -0.7% | 20% | -5.5% | 4% | 15% | -0.1% | -8% | -26% | 18%
COc1ccc(C(=O)n2nc(C#N)c(C#N)c2N)cc1 | 0.7% | 14% | 0.3% | -12% | -9% | -0.2% | 6% | -18% | 4%
Cc1ccc(C#N)c(SCc2ccccc2[N+](=O)[O-])n1 | 1.8% | 2% | 1.2% | -1% | 7% | -0.2% | 5% | 25% | 11%
O=C(O)CCCn1ccc2cc(S(=O)(=O)N3CCCC3)ccc21 | 1.1% | 4% | 2.5% | 5% | -3% | -0.2% | 12% | 13% | 4%
CC(=O)Nc1cc[n+](C(C)C(=O)c2ccc(Br)cc2)cc1 (stereo not drawn) | 0.4% | 7% | -1.7% | 9% | 11% | 0.5% | . | -14%[20 µM] | 15%

Look-ups from the list.
Result for `O=C(CN1C(=O)C2CC=CCC2C1=O)Nc1nccs1` (stereo not drawn) under KOR beta-arrestin-2: 41%
Result for `O=C(O)CCCn1ccc2cc(S(=O)(=O)N3CCCC3)ccc21` under GPR55 activation: -0.2%

Continued:
SMILES | HIV fusion peptide | Rac1 GTP hydrolysis | KOR beta-arrestin-1 | NOD1 inhibition | GPR55 LPI antagonism | GPR55 activation | SV40 large T antigen | KOR beta-arrestin-2 | NOD2 inhibition
CCOc1ccc(CN(C)CC(=O)NNC(=O)c2ccc(Cl)cc2)cc1OC | -2.3% | 4% | -4.0% | -33% | 4% | 0.2% | 1% | -2% | 10%
Cc1cc(C(=O)Nc2ccccc2C(=O)O)c(C)o1 | 0.9% | 6% | -3.5% | -30% | 15% | -0.2% | 14% | -4% | 0%
Cc1ccc(NP(=O)(c2ccc(N(C)C)cc2NC(=O)c2cccs2)N2CCOCC2)cc1Cl (stereo not drawn) | 3.9% | -3% | -2.2% | -34% | 3% | -0.1% | 18% | 27% | -29%
Nc1ccc2c(c1)COc1ccccc1O2 | -0.8% | 2% | -2.7% | 5% | 16% | 0.3% | 12% | 21% | -32%
O=C1NC(=Nc2ccccc2)S/C1=C\C=C\c1ccco1 | 50% | 30% | 1.6% | 37% | -2% | 1.2% | ? | -3% | -6%
Cc1ccc(S(=O)(=O)N2CCCC(C(=O)NCCc3ccccc3)C2)cc1 (stereo not drawn) | -0.8% | 9% | -3.3% | 3% | 0% | 1.0% | -4% | 14% | 30%
CC(C)N(C(=O)CSc1nn2c(=O)c(C(C)(C)C)nnc2s1)c1ccccc1 | 12% | 7% | -9.8% | 15% | 5% | -0.1% | 5% | -25% | 17%
CCOC(=O)C1CCCN(S(=O)(=O)c2ccc(OC)cc2)C1 (stereo not drawn) | 1.0% | -4% | 0.3% | 3% | 3% | -0.2% | 0% | -12% | 11%
CCOc1ccc(NS(=O)(=O)c2coc(C(N)=O)c2)cc1 | -1.0% | 3% | -4.8% | -16% | 0% | -0.3% | . | 12%[20 µM] | 14%
O=S(=O)(NC1CCCCC1N1CCOCC1)c1ccc(Cl)cc1 (stereo not drawn) | 0.2% | 1% | -1.7% | -15% | -2% | 1.1% | -12% | -3% | 14%
O=C(c1ccc(S(=O)(=O)N2CCCCC2)cc1)N1CCN(c2ccccc2)CC1 | -1.4% | 6% | 3.2% | -9% | -9% | -0.1% | 3% | -5% | -6%
COc1cc(/C=C/c2cc[n+](C)cc2)ccc1OCC(=O)Nc1ccccc1 | -1.7% | 8% | -4.4% | 5% | 3% | -0.2% | 4% | 22% | 12%
Cc1ccc(CC2CC(=O)N(C(Cc3ccccc3)C(=O)O)C2=O)cc1 (stereo not drawn) | 1.2% | 4% | 3.7% | -46% | 0% | -0.1% | 6% | -29% | -8%
O=C(c1cccc(S(=O)(=O)N2CCOCC2)c1)N1CCCc2ccccc21 | -1.8% | 2% | -1.7% | -18% | 4% | 0.5% | -6% | 12% | 10%
CC(=O)c1cccc(CN2CCC(CO)(CCCc3ccccc3)CC2)c1 | -0.7% | 2% | 4.1% | -11% | 16% | 0.1% | 12% | -2% | 12%
COc1ccc(S(=O)(=O)NNC(=O)c2csc(-n3nc(C)cc3C(F)(F)F)n2)cc1 | -2.6% | 2% | -3.4% | 12% | -14% | -0.2% | 10% | -10% | 8%
Cc1cccc(C(=O)N(Cc2nc3ccccc3c(=O)[nH]2)C2CCCC2)c1 | -0.7% | 5% | -5.0% | -19% | 13% | -0.3% | 6% | 11%[20 µM] | 28%
COC(=O)c1c(C)noc1-c1cc(C)on1 | -2.0% | 0% | -2.2% | -11% | 5% | -0.2% | 2% | -27% | 0%
COC(=O)CSC1=C(C#N)C(c2ccc(C(C)C)cc2)CC(=O)N1 (stereo not drawn) | 1.4% | 7% | -4.0% | 4% | 5% | 0.3% | -3% | -4% | -12%
Cc1cc(C(=O)NCc2ccccc2Br)no1 | -1.8% | 0% | 3.7% | -24% | 1% | 0.2% | 10% | 26% | -9%
Clc1cccc(NCc2nnc3n2CCCCC3)c1 | 2.3% | 12% | -2.7% | -18% | 10% | -1.0% | 10% | -3% | 21%
Cc1cc(C)cc(N(CC(=O)N2CCc3ccccc32)S(=O)(=O)c2c(C)noc2C)c1 | -1.0% | 2% | 1.9% | 4% | 4% | -0.1% | 2% | -11% | -29%
CCN(CC)C(=O)Oc1cc(COC)nc(-c2ccccc2)n1 | 0.8% | . | -1.9% | 3% | 6% | 0.3% | 4% | -6% | 21%
Cc1cc(Nc2ccc(F)cc2F)n2ncnc2n1 | 3.6% | 10% | 1.5% | -11% | -5% | -0.2% | 5% | -19% | 12%
COc1cc(C(=O)NCCNC(=O)c2cnccn2)cc(OC)c1OC | 0.2% | 8% | -3.4% | 5% | -7% | 0.0% | 6% | 9% | 8%
O=C(COc1ccc2ccccc2c1)NNC(=O)Cc1ccccc1 | 5.8% | 9% | 1.4% | -22% | 15% | -0.3% | -1% | 21% | 9%
COc1ccc(CNCC(O)(c2ccccc2)c2ccccc2)cc1OC | -0.1% | 3% | -6.6% | 12% | 9% | 0.6% | 10% | 9% | 5%
O=C(CSc1nnc(CNC(=O)c2ccco2)o1)Nc1cccc(F)c1 | -0.2% | 7% | 3.4% | -22% | 6% | -0.2% | 9% | -20% | 13%
CCn1c(-c2cccnc2Cl)nc2cc(C)c(C)cc21 | 0.9% | 11% | 0.1% | -21% | -3% | -0.1% | 9% | -50%[20 µM] | 8%
CN(C(=O)c1cnc(N2CCN(c3ncccn3)CC2)c2ccccc12)c1ccc(Cl)cc1 | 1.9% | 6% | 0.6% | 14% | 11% | -0.1% | 11% | 16% | 15%
c1ccc2sc(NC3=NCN(C4CCCCCC4)CN3)nc2c1 | -2.5% | 3% | -3.5% | 29% | -6% | -0.2% | 16% | -36% | 12%
O=C1Nc2ccccc2C(O)(C(=O)N2CCCCC2)N1c1ccccc1 (stereo not drawn) | -1.5% | 2% | 2.0% | -24% | 4% | -0.2% | -1% | -27% | -2%
CCC(C)N(C(=O)C(F)(F)F)C(C(=O)NC1CCCCC1)c1ccncc1 (stereo not drawn) | 1.3% | 3% | 0.7% | -37% | 4% | -0.1% | 6% | -12% | 11%
O=C(O)c1cc(Cl)nc2ccccc12 | 0.3% | 7% | 3.2% | -14% | -4% | 0.6% | 13% | 7% | -7%
Cc1ccc(S(=O)(=O)c2c(N)n(CCCO)c3nc4ccccc4nc23)cc1 | 0.2% | 15% | 4.8% | -19% | -18% | 0.2% | 6% | -46% | -10%
CN1CCN(C(=O)c2cnn(-c3ccccc3)c2NC(=O)c2ccccc2)CC1 | -0.9% | 6% | -1.7% | -23% | 4% | 0.1% | 27% | -3%[20 µM] | 13%
COc1ccc(CCc2nc(-c3cccs3)no2)cc1 | -0.1% | 6% | 0.4% | -95% | -4% | 0.3% | 8% | -4% | -55%
CC(C)CCN1CCN(CC(c2ccccc2)c2ccccc2)CC1CCO (stereo not drawn) | -0.5% | 5% | -1.3% | -42% | 8% | -0.2% | 10% | -8% | -10%
O=C(O)c1cnn2c1NC(c1ccc(F)cc1)CC2C(F)(F)F (stereo not drawn) | -1.7% | 3% | -2.9% | 2% | -12% | 0.2% | -20% | -7% | 0%
CC1(C)NC(=O)N(CC(O)CN2CCOCC2)C1=O (stereo not drawn) | -0.6% | 4% | -5.1% | -8% | 9% | -0.1% | 6% | -3% | 8%
O=C1c2ccccc2C(=O)N1CCc1nc(-c2ccncc2)no1 | 2.1% | 4% | 7.1% | -6% | 16% | -0.1% | 6% | -24% | 14%
COc1ccc(OC)c(CCNC(=O)CN2C(=O)CC(C)(C)S(=O)(=O)c3ccccc32)c1 | 0.1% | -6% | -0.1% | -10% | 8% | -0.1% | 3% | -7% | 13%
CCOC(=O)c1c(NC(=O)c2ccccc2Cl)sc2c1CCc1ccccc1-2 | 2.5% | 10% | -2.2% | -5% | 9% | 0.1% | 2% | 5% | 14%
COc1ccc(N2CCN(C(=O)CSc3nnc4c(C)cc5cc(C)ccc5n34)CC2)cc1 | -2.6% | 16% | -1.5% | 2% | 4% | -0.1% | 11% | 5% | 16%
COCCCN1CC23C=CC(O2)C(C(=O)O)C3C1=O (stereo not drawn) | 2.0% | -1% | 5.7% | 18% | -19% | -0.2% | 4% | -14% | -4%

Not all compounds are listed; count on the stated rates, not on these rows.
